# aSyn tox rescue: inhibitors of alpha-synuclein toxicity in yeast; S. cerevisiae alpha-synuclein toxicity rescue, BacTiter-Glo growth, 24 h; Potency, µM (highest dose often 46.1 µM), for the others: at the top dose growth rescue (activation), most hits filed as activators; AID 1347070; hit rate 0.02% among 94,000; active = well fitted activation curve with a large enough effect; inconclusive = small, poorly fitted or top-dose-only effect; note: 0% is about no effect
#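 Growth restoration measured by BacTiter-Glo luminescence after 24 hr at 30 deg C; alpha-synuclein yeast, raffinose-pregrown to mid-log, were added at OD600=0.02 in galactose medium onto pinned compounds.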
# * hit, by the source's call; ? = inconclusive; & = joins results of further samples; [ ] = dose if it differs, or a comment. Potency is the fitted concentration of half-maximal effect.
SMILES,aSyn tox rescue
CCOc1ccc(S(=O)(=O)N(CC(=O)NCc2cccnc2)c2ccc(C)cc2)cc1,-9%
COc1cccc2c1cc1c(=O)n(CC(=O)NC3CCCCC3)nc(C)n12,-5%
COc1ccc(N2CCN(C(=O)c3ccc(N(C)S(=O)(=O)c4ccc(C)cc4)cc3)CC2)cc1,3%
COc1ccc(NC(=O)CN2C(=O)c3ccccc3S2(=O)=O)cc1S(=O)(=O)N1CCOCC1,9%
COCCCNC(=O)CS(=O)(=O)Cc1nc(-c2ccccc2C)oc1C,3%
O=C(NCc1ccc(Cl)cc1)c1ccc(CNS(=O)(=O)c2ccc(F)cc2)cc1,-6%
COc1ccccc1CNC(=O)c1cnc2sc(N3CCOCC3)nn2c1=O,2%
O=C(Nc1cccs1)Nc1ccc(F)cc1F,-14%&-10%
O=C(NCC(c1ccco1)S(=O)(=O)c1cccs1)c1ccccc1F (stereo not given),2%
O=C(COC(=O)c1ncc(Cl)c(Cl)c1Cl)NCc1cccs1,-7%
CCOC(=O)Cn1nc(C)c(NC(=O)COc2ccc(OC)cc2)c1C,2%&-12%
CCc1ccc(C2=NN(CCC(=O)NCCc3ccc(Cl)cc3)C(=O)CC2)cc1,12%

# Some of these compounds in order of SMILES length, high to low:
SMILES,aSyn tox rescue
COc1ccc(N2CCN(C(=O)c3ccc(N(C)S(=O)(=O)c4ccc(C)cc4)cc3)CC2)cc1,3%
CCOc1ccc(S(=O)(=O)N(CC(=O)NCc2cccnc2)c2ccc(C)cc2)cc1,-9%
O=C(NCc1ccc(Cl)cc1)c1ccc(CNS(=O)(=O)c2ccc(F)cc2)cc1,-6%
COc1cccc2c1cc1c(=O)n(CC(=O)NC3CCCCC3)nc(C)n12,-5%
CCOC(=O)Cn1nc(C)c(NC(=O)COc2ccc(OC)cc2)c1C,2%&-12%
O=C(COC(=O)c1ncc(Cl)c(Cl)c1Cl)NCc1cccs1,-7%
O=C(Nc1cccs1)Nc1ccc(F)cc1F,-14%&-10%

# The listing picks up with the three entries that preceded the break.
SMILES,aSyn tox rescue
O=C(COC(=O)c1ncc(Cl)c(Cl)c1Cl)NCc1cccs1,-7%
CCOC(=O)Cn1nc(C)c(NC(=O)COc2ccc(OC)cc2)c1C,2%&-12%
CCc1ccc(C2=NN(CCC(=O)NCCc3ccc(Cl)cc3)C(=O)CC2)cc1,12%
Cc1ccc(CNC(=O)Cn2c(=O)n(Cc3ccc(F)cc3)c(=O)c3sc4ccccc4c32)cc1,0%
O=C(NNS(=O)(=O)c1ccc(Cl)cc1)c1cccc(S(=O)(=O)N2CCOCC2)c1,1%
CCC1(c2ccccc2)NC(=O)N(CC(=O)NCc2ccc(F)cc2)C1=O (stereo not given),-6%
COc1ccc(CCNC(=O)CCc2ccccc2O)cc1OC,-8%
O=C(COC(=O)c1ccc2c(c1)OCCO2)NCc1ccc(Cl)cc1,-1%
Cc1cccc(C(=O)Nc2ccc(S(=O)(=O)N3CCCCC3c3cccnc3)cc2)c1 (stereo not given),14%
c1ccc(N2CCN(c3ncnc4c3nc3n4CCCCC3)CC2)cc1,3%
CC(CNC(=O)c1csc2c1CCCCC2)c1ccccc1 (stereo not given),-13%
Cc1ccc(NC(=O)CSc2nc(-c3ccco3)nc3cc(=O)[nH]n23)cc1,4%
COc1ccccc1C(=O)NNC(=O)CN(C)S(=O)(=O)c1ccc(Cl)cc1,8%
CCOc1ccc2nc(N3C(=O)CNC3=S)sc2c1,-1%
Cc1ccc(C(c2sc3nc(-c4ccco4)nn3c2O)N2CCC3(CC2)OCCO3)cc1 (stereo not given),8%
CN(C)CCNc1ncnc2c1sc1nc(-c3ccccc3)c3c(c12)CCCC3,-36%[inhibitor]
COc1ccc(CNCCCn2cnc3c(SC)ncnc32)cc1,0%
Clc1ccccc1CNc1nc2ccccc2c2nc(-c3ccccc3)nn12,-5%
CC(=O)c1cccc(NC(=O)COC(=O)c2ccccn2)c1,0%
COc1ccc(-c2nc(S(=O)(=O)c3ccccc3)c(N3CCC(C)CC3)o2)cc1,5%
COC(=O)c1cc(C(=O)OCC(=O)NNC(=O)c2cccs2)cc([N+](=O)[O-])c1,4%
COc1ccc(C(=O)Nc2ccc3oc(-c4ccc(F)cc4Cl)nc3c2)cc1,-12%
CC(C(=O)Nc1ccccc1-c1ccccc1)N1CCN(Cc2ccccc2)CC1 (stereo not given),13%
Cc1ccccc1Cn1c(=O)n(CCCCC(=O)NCCc2ccccc2)c(=O)c2ccccc21,-5%
Cc1cccc(C)c1OCCCn1c(CCNC(=O)C2CCCCC2)nc2ccccc21,-3%
Cc1cccc(-c2nc(SCc3cc(=O)c4cccc(F)c4[nH]3)n[nH]2)c1,-4%
Cc1ccc(C)c(N2C(=O)N(Cc3cccc(C(F)(F)F)c3)c3ccccc3S2(=O)=O)c1,3%
NS(=O)(=O)c1cccc(NS(=O)(=O)c2ccc(/C=C/C(=O)O)cc2)c1,-5%
Cc1ccc(S(=O)(=O)CCC(=O)N(C)c2c(N)n(Cc3ccccc3)c(=O)[nH]c2=O)cc1,1%
COC(=O)c1ccc(NC(=O)Cn2c(=O)nc(-c3ccccc3)c3ccccc32)cc1,-8%
Fc1ccc(-c2cc(-c3nc(-c4ccccc4)no3)[nH]n2)cc1,-1%
Cc1ccc(C(=O)n2nc(C)c(S(=O)(=O)N3CCCCCC3)c2C)cc1C,6%
CN(C(=O)CSc1nnc(-c2ccc(OC(F)F)cc2)n1N)C1CCS(=O)(=O)C1 (stereo not given),-2%
COc1ccccc1Nc1nn2c(=O)c3ccc(C(=O)Nc4ccc(F)cc4)cc3nc2s1,2%
COc1ccc(NC(=O)CN2C(=O)CSc3ncccc32)cc1,8%
COc1ccc(-c2cc(C(F)(F)F)nc(SCC(=O)Nc3ccc(O)cc3)n2)cc1OC,7%
COc1cccc(CSc2nc3n(n2)C(c2cccs2)C(C(=O)Nc2ccccc2C)=C(C)N3)c1 (stereo not given),-5%
Cc1ccc(-c2nc(SCC(=O)NCC3CCCO3)c(-c3ccc(C)cc3)[nH]2)cc1 (stereo not given),-3%&-3%
COCCCn1c(SCC(=O)Nc2ccc(OC)cc2)nc2c(sc3ccccc32)c1=O,-2%
Cc1ccc2c(c1)N(CC(=O)Nc1ccccc1C(F)(F)F)C(=O)c1cccnc1O2,-1%
Cn1cc(C(=O)Nc2ccc(Cl)c(Cl)c2)cn1,2%
Cc1ccc(OCC(=O)Nc2ccccc2C(=O)OCc2cc(=O)n3c(C)csc3n2)cc1,5%
COc1ccc(NC(=O)Cn2c(SCc3cc(C)ccc3C)nc3ccncc32)c(OC)c1OC,-17%
O=C(CSc1nnc(NC(=O)NC2CCCCC2)s1)Nc1ccccc1F,5%
Cc1ccc(C(C)(C)C)c(OCCCn2ccnc2)c1,2%
COc1ccc(N(CC(=O)Nc2ccccc2C(F)(F)F)C2=NC3CS(=O)(=O)CC3S2)cc1 (stereo not given),1%
O=C(Nc1ccc(F)cc1F)C1CCN(c2ncccn2)CC1,-3%
Cn1c(SCc2ccc(Br)cc2)nc2c([nH]c3ccccc32)c1=O,-5%
CCc1cccc(OCCCn2ccnc2)c1,-3%
Cn1c2c(c(=O)n(C)c1=O)C(C(F)(F)F)(C(F)(F)F)N=C(CCC1CCCCC1)N2,-25%
CCn1cc(S(=O)(=O)Nc2ccc3c(c2)OCCO3)cn1,-2%
Cc1ccc(S(=O)(=O)NCCC(=O)N2CCC(C(N)=O)CC2)cc1C,-5%
Cc1ccc2c(c1)N(C(=O)Nc1ccc(Br)cc1F)CCO2,6%
O=S(=O)(c1ccc(Cl)nc1)N1CCCCC1,0%
COc1ccc(C(=O)NCC(=O)Nc2ccc(-c3ccccc3)cc2)cc1,-11%
Cc1nc(N2CCN(c3ccccn3)CC2)c2c(C)c(C(=O)N3CCN(c4ccccc4F)CC3)sc2n1,4%
CCN(C(=O)C1CCN(c2nc(-c3ccc(OC)cc3)no2)CC1)c1ccccc1,2%
CCC(C)NC(=O)C(=O)Nc1c2c(nn1-c1ccccc1)CS(=O)(=O)C2 (stereo not given),-12%
CC(=O)Nc1ccc(NC(=O)C2CCN(C(=O)NC3CCCCC3)CC2)cc1,-1%
CCc1nnc(NC(=O)c2ccc(S(=O)(=O)N3CCCCC3)cc2)s1,2%
O=C(Nc1ccc(O)cc1)C1CCCN1S(=O)(=O)c1ccc(F)cc1 (stereo not given),-1%
O=C(NCc1n[nH]c(=S)n1-c1ccc(Br)cc1)c1cccs1,-5%
CCN(CC)C(=O)C1=C(C)N(CCCN2CCCC2=O)C(=O)C(CC(=O)NCCc2ccccn2)C1 (stereo not given),2%
# Additional entries follow.
SMILES,aSyn tox rescue
C[C@@H]1CN([C@H](C)CO)C(=O)c2cc(C3=CCCCC3)cnc2O[C@@H]1CN(C)Cc1ccccc1C(=O)O,2%
COc1cccc(N2CCN(C(=O)C(CCSC)NS(=O)(=O)c3ccc4c(c3)oc(=O)n4C)CC2)c1 (stereo not given),-14%
CC(C)NC(=O)CSc1nnc(CNC(=O)OC(C)(C)C)n1C,0%
COC(=O)C(C)Nc1cccc(Br)c1 (stereo not given),-7%
Cc1c(C(=O)N2CCCc3ccccc32)sc2nc(-c3ccccc3)cn12,-7%
CCc1ccc(NC(=O)Cn2c(=O)n(-c3ccc(Cl)c(Cl)c3)c(=O)c3c(C)c(C)sc32)cc1,-10%
Cc1c(CN(C)C(=O)c2cc(-c3ccccc3)nc3ccc(Br)cc23)cnn1C,1%
CCOc1ccc(CCNC(=O)COC(=O)c2ccc(F)c(S(=O)(=O)N3CCOCC3)c2)cc1OCC,-4%
O=S(=O)(NCc1ccc(F)cc1)c1ccc2[nH]c3c(c2c1)CCCCC3,6%
Cc1nc(C(C)NC(=O)CCc2nnc(CCCc3ccccc3)o2)c(C)s1 (stereo not given),1%
COc1ccc(-c2nc3ccccc3n2Cc2ccc(C(C)C)cc2)cc1,10%
Cc1ccc(C(=O)NCC(=O)OCc2cc(=O)n3nc(C4CC4)sc3n2)cc1,?
O=C(N/N=C/c1ccco1)c1csc2c1CCCC2,-5%
COc1ccc(NS(=O)(=O)c2cc(NC(=O)CCNC(C)=O)ccc2N2CCOCC2)cc1,-6%
Cn1c(=O)c2c(-c3ccccc3)n3c(c2n(C)c1=O)C(c1ccco1)Nc1ccccc1-3 (stereo not given),-9%
CCC(C(=O)N1CCN(c2ccccc2)CC1)n1nc(C)c2sc3ccccc3c2c1=O (stereo not given),11%
CCCCn1cc2c(c1-c1ccccc1Br)c(=O)n(C)c(=O)n2C,2%
COc1ccc(-c2nc(CCNS(=O)(=O)c3ccc4c(c3)OCCO4)cs2)cc1,-6%
COc1ccc(NC(=O)c2cc3c(s2)-c2c(C)cccc2OC3)cc1Cl,-12%
Cc1noc(NS(=O)(=O)c2ccc(NC(=O)CSc3nnc4c(n3)[nH]c3ccccc34)cc2)c1C,-15%
Cn1cc(CCCC(=O)NCc2cccc(Br)c2)c2ccccc21,18%
Cc1cccc(NC(=O)CSc2nc3ccccc3c3nc(CCc4c(C)n[nH]c4C)nn23)c1,0%
CCCc1c(C(=O)Nc2ccc(N3CCOCC3)cc2)cnn1-c1ccccc1,4%
O=C(CCCCCn1c(=O)[nH]c2ccccc2c1=O)NCc1ccc(Cl)cc1,-3%
COc1ccccc1NC(=O)c1sc2nc(C)c(C(=O)Nc3ccc(C)cc3C)c(-c3cccs3)c2c1N,1%
Cc1ccc(CC(=O)NCc2nc(-c3ccccc3)no2)cc1,-13%
C#CCN(Cc1ccco1)C(=O)c1cc(COc2cccc3cccnc23)on1,10%
COc1ccc(CNc2oc(/C=C/c3cc(OC)c(OC)c(OC)c3)nc2C#N)cc1,3%
Cc1cc(OCC(=O)N(Cc2ccc(N(C)C)cc2)Cc2ccco2)cc(C)c1Cl,5%
COc1ccc(N2CC(NC(=O)Cc3cccs3)CC2=O)cc1 (stereo not given),-6%
Cc1ccc(CNC(=O)C(=O)NCC2OCCN2S(=O)(=O)c2ccc3c(c2)OCCO3)cc1 (stereo not given),-3%
Cc1ccccc1NS(=O)(=O)c1cc2c(cc1C)N(C)CCO2,-4%
Cc1ccccc1OC(=O)CSc1nnc(-c2ccc3c(c2)OCO3)o1,-26%
COc1cccc(C(=O)N(Cc2cccc(Cl)c2)Cc2ccco2)c1,6%
O=C(CN(C(=O)CCC(=O)Nc1nccs1)c1ccccc1F)NCc1ccc2c(c1)OCO2,-3%
Cc1c(C)n(C)c2ccc(C(=O)NCCCN3CCCCC3C)cc12 (stereo not given),-2%
O=C(NCc1ccccn1)Nc1ccc(Cl)cc1,-3%
O=C(CN(CC1CCCO1)C(=O)CNS(=O)(=O)c1ccccc1)NCc1ccco1 (stereo not given),8%
COc1ccccc1CCNC(=O)C(=O)NCC1OCCN1S(=O)(=O)c1ccc(Cl)cc1 (stereo not given),-2%
CCOC(=O)c1c(C)[nH]c(C)c1S(=O)(=O)NCC(=O)NCc1ccccc1C,-10%
COc1ccc(CCNC(=O)CCCn2c(=O)c3ccccc3n(CC(=O)Nc3cc(Cl)ccc3C)c2=O)cc1OC,0%
Cc1ccc2c(c1)nnn2C1CCN(CC(=O)N2CCN(c3ccc(F)cc3)CC2)CC1,4%

# Bioassay records as filed in PubChem BioAssay.

# A portion of the library. The share of hits here may be higher or lower than overall.
